# Screens (PubChem BioAssay)
# FAS TE block: inhibitors of human fatty acid synthase thioesterase domain | inhibition, % at 15 µM | recombinant FAS-TE, OMFH fluorogenic substrate, fluorescence endpoint | actives 0.67% (n = 360,000);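 active means compounds whose normalised, plate-corrected inhibition of enzyme fluorescence in the single-dose primary screen is 50% or more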;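 further: 0% = DMSO with enzyme and 100% = substrate without enzyme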
# Neddyl block: blocks human cullin neddylation; P61081+Q13564; TR-FRET cullin neddylation, biochemical; calls only at 25 µM; actives 0.58% (n = 360,000); AID 651699; in the data active means inhibition above about 36%
# Target sequence (P61081 whole entry, looked up): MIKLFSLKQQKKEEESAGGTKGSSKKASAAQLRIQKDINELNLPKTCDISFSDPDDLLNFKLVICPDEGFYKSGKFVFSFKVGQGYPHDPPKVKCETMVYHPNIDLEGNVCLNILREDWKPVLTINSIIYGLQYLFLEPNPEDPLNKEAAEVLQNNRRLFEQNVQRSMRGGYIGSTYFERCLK
# Target sequence (Q13564 whole entry, looked up): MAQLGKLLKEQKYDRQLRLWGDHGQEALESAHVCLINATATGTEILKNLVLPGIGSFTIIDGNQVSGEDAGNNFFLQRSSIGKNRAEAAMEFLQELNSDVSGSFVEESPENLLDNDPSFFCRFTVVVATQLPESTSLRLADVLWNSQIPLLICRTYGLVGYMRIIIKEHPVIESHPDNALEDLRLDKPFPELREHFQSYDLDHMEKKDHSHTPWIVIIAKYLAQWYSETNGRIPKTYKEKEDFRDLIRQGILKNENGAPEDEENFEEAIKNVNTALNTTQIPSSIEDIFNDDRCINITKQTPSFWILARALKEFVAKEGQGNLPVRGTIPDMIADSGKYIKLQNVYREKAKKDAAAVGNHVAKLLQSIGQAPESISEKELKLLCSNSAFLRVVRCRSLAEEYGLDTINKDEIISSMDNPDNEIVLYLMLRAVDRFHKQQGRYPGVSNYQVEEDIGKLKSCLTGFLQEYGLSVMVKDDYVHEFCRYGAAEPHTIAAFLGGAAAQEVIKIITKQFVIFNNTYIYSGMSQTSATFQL
# CendR NRP1 mod: modulators of CendR peptide binding to human neuropilin-1. inhibition, % at 25 µM. O14786. actives 0.85% (n = 360,000). AID 602438. FAM-RPARPAR peptide binding to NRP-1, fluorescence polarization;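 active means inhibition or corrected inhibition above about 18%, plus a signal ratio from 0.5 to 1.5, limit read from the data, passing the limit was not always enough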; further: strong numbers were not always called active
# SKN-1 inh: inhibitors of C. elegans SKN-1. C. elegans VP596 Pgst-4::GFP/RFP ratio, acrylamide-induced, 24 h. actives 0.49% (n = 360,000). inhibition, % at 21.8 µM. AID 624304;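 active means interference check ratio from 0.5 to 1.5 plus GFP to RFP signal ratio inhibition reaching or exceeding a fixed threshold, cut at about 30% in these data, passing the limit was not always enough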; further: some compounds called inactive have numbers as strong as hits
# E coli Lon inh: inhibits E. coli Lon protease; P0A9M0; purified E. coli Lon protease, fluorescence polarization; inhibition, % at 7.94 µM; actives 0.42% (n = 360,000); in the data active means inhibition above about 13%, passing the limit was not always enough;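 further: 0% = enzyme with probe and DMSO and 100% = no enzyme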
# MT1-MMP act inh: inhibitors of human MT1-MMP activation. P50281. HT1080 RFP-PRO-GFP cells, GFP/RFP ratio fluorescence, overnight; percent of plate control window, DMSO zero. GFP/RFP ratio change, % at 20 µM. actives 0.061% (n = 360,000). AID 651647;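 active means GFP/RFP ratio change of at least 30% with cell ATP level not reduced by more than half and red fluorescence within 50% of control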; further: strong numbers were not always called active
#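 Assay system: HT1080 RFP-PRO-GFP cells | Dosing: 20 µM single dose, 1% DMSO | Incubation: Cells overnight before dosing, compound overnight, 37 °C, 5% CO2 | Evaluation: GFP/RFP fluorescence ratio | Control set: DMSO-only wells and HT1080 RFP-L50D-GFP cell wells as references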
# Rin1-Abl PPI inh: inhibitors of human Rin1-Abl protein interaction | P00519+Q13671 | TR-FRET Rin1/Abl binding, biochemical | inhibition, % at 7.35 µM | actives 0.4% (n = 360,000) | AID 588664; in the data active means inhibition above about 5%, passing the limit was not always enough
# MsrA inhibitor: bovine MsrA inhibition; purified bovine MsrA, absorbance read-out; inhibition, % at 15.5 µM; actives 0.75% (n = 360,000); in the data active means inhibition above about 4.5%;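 further: 0% = vehicle wells with enzyme and 100% = reference inhibitor wells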
# MsrA act: activates bovine MsrA enzyme | activation, % at 10.6 µM | actives 0.3% (n = 360,000) | purified bovine MsrA, absorbance read-out; in the data active means activation above about 7.5%;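 further: 0% = vehicle and 100% = reference activator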
# An asterisk follows results filed as active; i = inactive.
SMILES,FAS TE block,Neddyl block,CendR NRP1 mod,SKN-1 inh,E coli Lon inh,MT1-MMP act inh,Rin1-Abl PPI inh,MsrA inhibitor,MsrA act
Cc1nn(C)c(C)c1NS(=O)(=O)c1ccc(N2CCCC2=O)cc1,-4.3,i,11.9,4.4,2.6,-1.0,0.3,0.9,-2.2
CC(NC(=O)COc1ccc(-c2nnco2)cc1)c1ccc(Cl)cc1Cl (centres undefined),2.0,i,5.0,-2.9,-3.2,2.4,-2.5,-0.8,-12.2
CCOc1ccc(C(c2nnnn2Cc2ccccc2)N2CCN(C(=O)c3ccco3)CC2)cc1 (centres undefined),5.4,i,-3.7,-1.7,-0.3,0.7,-0.3,-0.1,-5.3
Nc1cc(Cl)ccc1N1CCOCC1,-5.7,i,11.0,5.8,-6.5,9.2,-0.7,0.4,-2.8
CCC(C)(C(=O)NC1CCCCC1)N(C(=O)C1CCC(=O)N1)c1ccc(C)cc1 (centres undefined),-4.1,i,10.5,7.1,0.2,-2.0,1.4,-0.6,-3.5
O=[N+]([O-])c1cccc(C(=S)N2CCCC2)c1,-4.1,i,-6.8,0.4,-7.0,3.0,1.3,1.0,-11.6
COc1ccc(C(c2nnnn2CS(=O)(=O)c2ccc(C)cc2)N2CCN(Cc3ccccc3)CC2)cc1 (centres undefined),24.9,i,-10.3,8.1,-0.1,-8.3,-4.2,-1.0,-4.8
CCOC(=O)C(C)Sc1cnccn1 (centres undefined),0.6,i,6.0,10.0,-7.7,-0.5,1.1,-0.6,-6.5
CC(C)(C)NS(=O)(=O)c1ccc(NC(=O)CS(=O)(=O)Cc2ccccc2)cc1,5.1,i,2.5,7.1,2.0,1.3,3.6,2.2,-5.0
CCO[C@@H]1OC(C(=O)Nc2ccccc2)=C[C@H](c2ccc(C(F)(F)F)cc2)[C@H]1CCCO,13.2,i,4.3,6.8,-8.7,3.6,0.1,-0.7,-0.7
O=[N+]([O-])c1ccc(NN=Cc2ccc(O)cc2O)nc1,21.4,i,14.3,-4.8,-19.5,21.8,-0.4,1.4,-3.6
COC(=O)C1=C(C)N=C2SC(C)C(=O)N2C1c1cccs1 (centres undefined),-7.6,i,1.9,15.8,3.5,-9.1,0.7,2.4,-1.4

# Results in SKN-1 inh, for two of the compounds above:
structure,SKN-1 inh
CC(C)(C)NS(=O)(=O)c1ccc(NC(=O)CS(=O)(=O)Cc2ccccc2)cc1,7.1
CCO[C@@H]1OC(C(=O)Nc2ccccc2)=C[C@H](c2ccc(C(F)(F)F)cc2)[C@H]1CCCO,6.8

# Four records picked at random from those above:
SMILES,FAS TE block,Neddyl block,CendR NRP1 mod,SKN-1 inh,E coli Lon inh,MT1-MMP act inh,Rin1-Abl PPI inh,MsrA inhibitor,MsrA act
Cc1nn(C)c(C)c1NS(=O)(=O)c1ccc(N2CCCC2=O)cc1,-4.3,i,11.9,4.4,2.6,-1.0,0.3,0.9,-2.2
Nc1cc(Cl)ccc1N1CCOCC1,-5.7,i,11.0,5.8,-6.5,9.2,-0.7,0.4,-2.8
CCO[C@@H]1OC(C(=O)Nc2ccccc2)=C[C@H](c2ccc(C(F)(F)F)cc2)[C@H]1CCCO,13.2,i,4.3,6.8,-8.7,3.6,0.1,-0.7,-0.7
O=[N+]([O-])c1ccc(NN=Cc2ccc(O)cc2O)nc1,21.4,i,14.3,-4.8,-19.5,21.8,-0.4,1.4,-3.6

# Further results:
SMILES,FAS TE block,Neddyl block,CendR NRP1 mod,SKN-1 inh,E coli Lon inh,MT1-MMP act inh,Rin1-Abl PPI inh,MsrA inhibitor,MsrA act
NC(=O)c1cc([N+](=O)[O-])c(Cl)cc1NCc1cccnc1,29.2,i,5.9,10.4,0.8,10.5,-0.6,3.0,-9.0
COc1ccc(OC)c(S(=O)(=O)Nc2cc3c4c(c2)C(C)C(=O)N4CCC3)c1 (centres undefined),-10.8,i,-0.3,3.9,1.2,-0.3,0.0,-0.9,-3.6
COc1ccccc1NC(=O)CCC(=O)OCc1ccc(Cl)cc1,6.4,i,-5.2,5.4,2.3,4.6,3.5,-0.4,-0.3
COC(=O)[C@@H]1C[C@]2(OC(=O)c3ccccc3)C=CC(=O)C[C@@H]2N1C(=O)OCc1ccccc1,12.1,i,11.8,8.4,2.5,-0.9,2.6,-0.4,-2.0
Fc1ccccc1-c1nc2c(s1)CCc1onc(-c3ccc(Br)cc3)c1-2,16.7,i,-4.6,-8.0,-3.2,0.3,0.4,0.8,-5.5
COc1ccc2c(c1OC)C(=O)N(c1ccc(OCc3ccccc3)cc1)C2=O,-2.0,i,4.1,0.9,-3.9,0.9,2.3,0.8,-5.3
NC(=O)c1ccccc1NC(=O)c1cccc(C(=O)Nc2ccccc2C(N)=O)n1,-3.5,i,-23.1,-1.8,-3.0,-0.1,-3.6,1.3,2.2
CCCOc1ccc(C(=O)c2nc3c(n2O)CCCC3)cc1,-3.5,i,-4.2,-1.0,-2.3,3.1,-3.2,3.0,-7.5
NC(=O)c1nnsc1Sc1c(C(N)=O)nnn1-c1cccc(N)c1,-3.0,i,-11.0,-2.8,-8.8,-4.3,2.2,0.3,-4.1
O=C1CN(C(=O)CSc2nc3cc(Cl)ccc3c(=O)n2Cc2ccccc2)c2ccccc2N1,76.2*,i,-3.5,17.3,4.8,-27.5,3.6,1.4,-8.2
CCOc1ccc(/C=N/NC(=O)c2ccc(Cn3cc(Br)cn3)o2)cc1,-0.7,i,9.4,8.7,-2.4,-0.7,-0.9,3.0,-1.6
NC(=O)C1CCN(CC(=O)N2c3ccccc3CCc3ccccc32)CC1,-4.6,i,8.8,-21.2,-4.4,1.6,-1.4,1.0,-2.4
CCOC(=O)N1CCC(NC(=O)c2sc(-n3cccc3)nc2C)CC1,-2.4,i,-4.3,11.6,1.5,0.8,1.5,-0.5,-0.3
COc1cc(CNCc2ccccn2)ccc1OCc1ccc(Cl)c(Cl)c1,7.7,i,5.1,25.5,11.3,-2.6,-0.1,-0.7,-3.5
COCC(C)n1c(=O)sc2ccccc2c1=O (centres undefined),-5.7,i,5.5,-8.9,-2.0,-0.4,-3.6,0.2,-14.8

# Arranged by molecular weight (falling): part of the list above
SMILES,FAS TE block,Neddyl block,CendR NRP1 mod,SKN-1 inh,E coli Lon inh,MT1-MMP act inh,Rin1-Abl PPI inh,MsrA inhibitor,MsrA act
Fc1ccccc1-c1nc2c(s1)CCc1onc(-c3ccc(Br)cc3)c1-2,16.7,i,-4.6,-8.0,-3.2,0.3,0.4,0.8,-5.5
COc1ccc2c(c1OC)C(=O)N(c1ccc(OCc3ccccc3)cc1)C2=O,-2.0,i,4.1,0.9,-3.9,0.9,2.3,0.8,-5.3
CCOC(=O)N1CCC(NC(=O)c2sc(-n3cccc3)nc2C)CC1,-2.4,i,-4.3,11.6,1.5,0.8,1.5,-0.5,-0.3
